GSK3A inh: inhibitors of human GSK-3 alpha kinase. P49840. ADP-Glo luminescence, 60 min. inhibition, % at 10 µM. 320,000 tested, 0.1% active. AID 2650;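 in the data active means inhibition above about 50%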;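 further: GST-tagged GSK-3 alpha with peptide substrate and 25 µM ATP; 0% = DMSO neutral wells and 100% = GW8510 positive control wells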
Target sequence (P49840 whole entry, looked up): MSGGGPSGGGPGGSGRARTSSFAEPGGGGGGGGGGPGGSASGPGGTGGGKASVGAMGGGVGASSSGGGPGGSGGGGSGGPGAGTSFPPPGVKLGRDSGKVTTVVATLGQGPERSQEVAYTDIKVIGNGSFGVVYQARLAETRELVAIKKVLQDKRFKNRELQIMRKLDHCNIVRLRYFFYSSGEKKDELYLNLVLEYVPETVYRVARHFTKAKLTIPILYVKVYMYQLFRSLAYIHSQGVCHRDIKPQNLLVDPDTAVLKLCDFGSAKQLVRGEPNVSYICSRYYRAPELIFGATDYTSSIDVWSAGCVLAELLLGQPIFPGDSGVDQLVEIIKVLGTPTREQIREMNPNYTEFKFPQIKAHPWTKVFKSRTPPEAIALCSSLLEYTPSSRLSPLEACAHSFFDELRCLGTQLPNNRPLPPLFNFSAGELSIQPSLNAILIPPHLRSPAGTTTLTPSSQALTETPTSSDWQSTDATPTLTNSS
HDAC3 inh: inhibitors of human histone deacetylase 3; inhibition, % at 8.3 µM; O15379; recombinant HDAC3, fluorogenic peptide/trypsin coupled, fluorescence; 320,000 tested, 0.15% active; in the data active means inhibition above about 26%, passing the limit was not always enough; inconclusive means no clear call, values can overlap the other calls
Target sequence (O15379 whole entry, looked up): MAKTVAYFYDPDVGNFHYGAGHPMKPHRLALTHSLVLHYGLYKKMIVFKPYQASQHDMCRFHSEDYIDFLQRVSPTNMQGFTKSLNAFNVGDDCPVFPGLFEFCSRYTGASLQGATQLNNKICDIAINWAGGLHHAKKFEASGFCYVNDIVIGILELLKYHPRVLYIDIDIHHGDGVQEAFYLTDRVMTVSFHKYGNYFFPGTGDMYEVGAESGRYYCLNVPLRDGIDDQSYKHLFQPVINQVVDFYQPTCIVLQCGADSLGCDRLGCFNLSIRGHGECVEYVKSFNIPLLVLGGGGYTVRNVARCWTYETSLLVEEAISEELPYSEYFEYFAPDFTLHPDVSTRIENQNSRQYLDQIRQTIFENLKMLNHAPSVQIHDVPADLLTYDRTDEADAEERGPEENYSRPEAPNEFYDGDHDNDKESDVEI
DYRK1A inh: inhibitors of rat Dyrk1A kinase; Q63470; ADP-Glo luminescence, NFATc1 peptide; inhibition, % at 12.5 µM; 310,000 tested, 0.43% active; in the data active means inhibition above about 50%;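 further: plate controls were vehicle with enzyme for no effect and no enzyme for full effect; many of its hits are not listed in these tables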
* = called active by the depositor; ? = inconclusive.

Screens in order: GSK3A inh, HDAC3 inh, DYRK1A inh
COc1ccc(CN(C)C(=O)C2CC(=O)N(c3ccc4c(c3)OCCO4)C2)c(OC)c1 (stereo unspecified)
 : -4, 4, -2
CSc1ccccc1NC(=O)CN(C)C(=O)/C=C/c1ccccc1
 : 5, 3, -2
COc1ccc(NC(=O)COC(=O)CCC(=O)c2cccs2)cc1OC
 : -1, -2, 1
COc1ccc(C(=O)COC(=O)CNC(=O)c2ccc(C)s2)c(OC)c1
 : -1, 5, 9
CC1CCN(C(=O)c2[nH]cnc2C(=O)Nc2cccc(Cl)c2)CC1
 : -2, 0, 2
CC(C)(C)OC(=O)C[C@@H]1C/C=C\C[C@H](CC(=O)N[C@H](CO)Cc2ccccc2)C(=O)N2CCC[C@H]2COC1=O
 : -1, 0, 5
CN(CC(=O)Nc1ccc(F)c(F)c1F)C(=O)C1CSC2(C)CCC(=O)N12 (stereo unspecified)
 : -1, 2, -1
COc1ccc(N(CC(=O)NCc2cccs2)S(=O)(=O)c2ccc(F)cc2)cc1
 : 0, 2, 4
CC(NC(=O)c1ccco1)C(=O)N1CCN(c2cccc(C(F)(F)F)c2)CC1 (stereo unspecified)
 : 17, -2, 6
Cc1ccc(NC(=O)c2ccc([N+](=O)[O-])s2)cc1S(=O)(=O)N1CCOCC1
 : -2, 2, -3
CC(C)(C)OC(=O)[C@H](Cc1ccccc1)NC(=O)c1nc[nH]c1C(=O)N[C@@H](CCCCN)C(=O)OC(C)(C)C
 : 4, 15, 7
CN(C)c1ccc(C(=O)OCC(=O)Nc2cccc(S(=O)(=O)N3CCCC3)c2)cc1
 : -5, -1, -4
N#Cc1ccc(C(=O)Nc2cc(-c3ccccc3)nn2-c2ccccc2)cc1
 : -2, 2, 1
CC(C)c1ccc(NC(=O)COC(=O)C2CCCCC2)cc1
 : -3, 6, -2
CCCC(C)NC(=O)Cc1ccc(S(=O)(=O)N2CCOCC2)s1 (stereo unspecified)
 : -1, -14, 7
CCCNC(=O)C(Cc1cccc(Br)c1)NC(=O)c1ccc(C#N)cc1 (stereo unspecified)
 : -5, 2, 10
Nc1nc(COC(=O)c2ccc3c(c2)OCCO3)nc(Nc2ccccc2)n1
 : 5, -1, 3
O=C(CSc1ccccc1C(=O)N1CCN(c2ccc([N+](=O)[O-])cc2)CC1)N1CCCC1
 : -1, 9, -2
CCC(=O)c1cc(F)ccc1OCC(=O)Nc1ccc2c(c1)OCCO2
 : -3, 1, 2
CC(C)Cc1nnc(NC(=O)c2ccc3c(c2)OCCO3)s1
 : 6, 3, 1

A second format for 2 compounds above.
> CCCC(C)NC(=O)Cc1ccc(S(=O)(=O)N2CCOCC2)s1 (stereo unspecified)
  GSK3A inh: -1
  HDAC3 inh: -14
  DYRK1A inh: 7

> CSc1ccccc1NC(=O)CN(C)C(=O)/C=C/c1ccccc1
  GSK3A inh: 5
  HDAC3 inh: 3
  DYRK1A inh: -2

Next records.
Screens in order: GSK3A inh, HDAC3 inh, DYRK1A inh
Cc1c(NC(=O)C(C)Oc2ccc(Br)cc2)c(=O)n(-c2ccccc2)n1C (stereo unspecified)
 : 0, 2, -1
Cc1cccc(NC(=O)CSc2cccc[n+]2[O-])c1C
 : -2, 1, -1
O=C(O)CC(CCc1ccccc1)OC1OC(CO)C(O)C(O)C1O (stereo unspecified)
 : 0, 0, 6
C=CCSc1nnc(NC(=O)C2CC(=O)N(c3ccc4c(c3)OCCO4)C2)s1 (stereo unspecified)
 : -2, 7, 0
COc1ccc(S(=O)(=O)N(C)C[C@H]2Oc3c(cccc3N(C)C)C(=O)N([C@H](C)CO)C[C@@H]2C)cc1
 : 0, -1, 6
CCCn1c(N)c(C(=O)CSc2nc3ncc(Cl)cc3[nH]2)c(=O)[nH]c1=O
 : 2, 1, -2
Cc1cccc(OCC(=O)Nc2nc(-c3ccncc3)cs2)c1
 : 0, -1, -3
CN(Cc1nc2ccccc2c(=O)[nH]1)C(=O)c1cccc(S(=O)(=O)N2CCCCCC2)c1
 : 0, -1, -3
CCOC(=O)[C@H]1[C@H]2COc3ccc(C)cc3[C@@H]2N2C(=O)c3cc(C)ccc3NC(=O)[C@@]12C
 : 0, -1, 3
CC(OC(=O)c1ccc(S(=O)(=O)NCc2ccco2)cc1)C(=O)Nc1ccccc1 (stereo unspecified)
 : 0, 2, -4
CC1CCCN(C(=O)C2CCN(S(=O)(=O)c3ccccc3)CC2)C1 (stereo unspecified)
 : -1, -1, -3
COc1ccc(N2CCN(C(=O)CSc3nc4nc(C)cc(C)n4n3)CC2)cc1
 : 0, 0, 3
O=C(COC(=O)c1ccc(Br)o1)NCC1CCCCC1
 : 0, -3, 2
COC(=O)[C@H](CC(C)C)N(Cc1ccccc1)S(=O)(=O)N(Cc1ccccc1)[C@@H](CC(C)C)C(=O)OC
 : 1, 11, -9
COc1ccc(C(=O)N2CCC(C(N)=O)CC2)cc1S(=O)(=O)N1CCCC1
 : -3, -5, -2
CCOC(=O)C1CCN(C(=O)c2cccc(S(=O)(=O)N(CC)c3ccccc3)c2)CC1
 : 2, 3, 8
O=C(NCC(=O)N1CCN(C(=O)c2ccccc2)CC1)c1ccccc1
 : -4, 4, 5
COc1ccccc1-c1noc(Cn2cc(S(=O)(=O)N3CCCC3)ccc2=O)n1
 : -2, 1, 5
COC(=O)[C@@]12CCCCN1[C@H](c1ccc(-c3ccc4c(c3)OCO4)cc1)[C@H]1C(=O)N(C)C(=O)[C@H]12
 : 3, 13, 7
CCN(C(=O)CSc1nnc(-c2c[nH]c3ccccc23)n1C1CC1)C1CCS(=O)(=O)C1 (stereo unspecified)
 : 1, -1, 4

Following part
Screens in order: GSK3A inh, HDAC3 inh, DYRK1A inh
O=C(COC(=O)c1cccc(C(F)(F)F)c1)NC(=O)NC1CCCC1
 : -1, 6, 1
CCn1nnc2cc(C(=O)N3CCC(C(=O)OC)CC3)ccc21
 : 0, 0, 0
O=C(COC(=O)c1ccc(F)c(S(=O)(=O)N2CCOCC2)c1)NCc1ccc(F)cc1
 : 1, 2, -1
COc1ccc(NC(=O)CSc2ccc3c(c2)OCCO3)cc1S(N)(=O)=O
 : -9, 0, 19
COc1ccccc1NS(=O)(=O)c1ccc(C(=O)NCC(c2ccc(F)cc2)N2CCOCC2)cc1 (stereo unspecified)
 : -2, 5, 8
CC12CCC(=O)N1C(C(=O)N1CCN(c3ccc([N+](=O)[O-])cc3)CC1)CS2 (stereo unspecified)
 : 2, -1, -4
COc1cccc(C2=CC(=O)C[C@H](c3ccc4c(c3)OCO4)C2)c1
 : -2, -4, 16
COc1cc(/C=C/C(=O)OCC(=O)N(C)Cc2ccccc2)ccc1O
 : 0, -7, 11
Cc1ccc(NC(=O)c2cccc(S(=O)(=O)N3CCCc4ccccc43)c2)nc1
 : -1, 9, 8
O=C(COC(=O)c1ccc(S(=O)(=O)N2CCCCC2)cc1)NCc1ccccc1
 : 3, 4, -5
COc1cc(OC)cc(C(=O)NCC(=O)NCC(c2ccco2)N2CCCCC2)c1 (stereo unspecified)
 : -3, 5, 2
O=C(CSc1ccccn1)N1CCNC1=O
 : 2, 2, -7
Cn1c(N)c(C(=O)COC(=O)COc2cccc(Br)c2)c(=O)n(C)c1=O
 : -3, 9, -1
C=C1/C=C(\C)C(C)(O)CC(O)CC(=O)C(O)C(O)C(C)CC(C)OC(=O)/C(C)=C/CC/C=C/C(OC)C(O)CC(C)C1 (stereo unspecified)
 : 0, 6, -6
COc1ccc(CCN(C)C(=O)C2CC(=O)N(Cc3ccc(C)cc3)C2)cc1OC (stereo unspecified)
 : -2, -1, 9
O=C(COC(=O)COc1cccc(Br)c1)NCc1ccc2c(c1)OCO2
 : -4, -1, 0
Cc1ccc(/C=N/NC(=O)c2cc3c(s2)CCCC3)o1
 : 0, 3, -3
CCCCN(C(=O)C1=NN(c2cc(C)ccc2C)C(=O)CC1)c1c(N)n(CCC)c(=O)[nH]c1=O
 : 1, 3, 3
COc1ccc(CCNC(=O)c2ccccc2OCc2c(C)noc2C)cc1
 : 0, 0, 3
C[C@@H]1CC(=O)[C@H]2CC(CO)=CCC[C@@H]2[C@@]1(C)CC/C(=C/CO)CO
 : -1, -1, -9

Of the compounds above, these have a Cl atom.
Screens in order: GSK3A inh, HDAC3 inh, DYRK1A inh
CC1CCN(C(=O)c2[nH]cnc2C(=O)Nc2cccc(Cl)c2)CC1
 : -2, 0, 2
CCCn1c(N)c(C(=O)CSc2nc3ncc(Cl)cc3[nH]2)c(=O)[nH]c1=O
 : 2, 1, -2

Following part
Screens in order: GSK3A inh, HDAC3 inh, DYRK1A inh
CC(=O)c1c(C)[nH]c(C(=O)OCc2cc(-c3ccco3)on2)c1C
 : 0, 1, -4
O=C(Nc1cc(S(=O)(=O)N2CCCCC2)ccc1N1CCOCC1)c1ccc(C(F)(F)F)cc1
 : 0, ?, 1
CC1=CC(=O)C=C/C1=C(/c1ccc(O)cc1C)c1ccccc1S(=O)(=O)O
 : 3, 0, -4
Nc1ccc(S(=O)(=O)NCC(=O)OC2CCOC2=O)cc1[N+](=O)[O-] (stereo unspecified)
 : -4, -2, -1
CC(NC(=O)COc1ccccc1)C(=O)N1CCN(c2ccc(F)cc2)CC1 (stereo unspecified)
 : 1, -20, -4
COc1ccc(C2=CC(=O)C[C@H](c3ccc(OC)cc3)C2)cc1
 : -2, 1, 1
O=C(C[C@@H]1C/C=C\C[C@@H](Cc2ccc(F)cc2)C(=O)OCCNC1=O)NCCO
 : -2, 5, 2
Cc1cc(C)c(NC(=O)CSc2cccc[n+]2[O-])c(C)c1
 : -2, 2, 2
O=C(Nc1ccc(Cl)c(S(=O)(=O)N2CCCCC2)c1)c1cnccn1
 : 0, -1, 1
CCN1C(=O)C(=O)N(CC(=O)NC(C)CCc2ccccc2)C1=O (stereo unspecified)
 : -1, 13, 3
COCCOc1ccc(C(F)(F)F)cc1NC(=O)COC(=O)Cc1c[nH]c2ccccc12
 : -3, 21, -5
O=C(CN1CCN(C(=O)CN2C(=O)NC3(CCCC3)C2=O)CC1)Nc1cccc(F)c1
 : -2, -3, -1
COc1ccc(NS(=O)(=O)c2cc(NC(=O)CCNC(C)=O)ccc2N2CCCCC2)cc1
 : -2, 0, 9
Cc1cc(NC(=O)C(C)SCC(=O)OCC(=O)Nc2c(C)cccc2C(C)C)no1 (stereo unspecified)
 : 5, -4, 0
O=C(OCc1nc(-c2ccccc2Cl)no1)c1ccco1
 : -3, -2, -3
CN(C)C1=NCCN1CCCC1CCCCC1
 : 0, -6, -1
O=C(CCC(=O)N1CCN(c2ccccn2)CC1)c1ccc(Cl)s1
 : -1, -4, -3
COc1ccc(C#Cc2c(C=O)n(C)c3ccccc23)cc1
 : -1, -2, -4
Nc1nc(N)nc(Cc2ccccc2O)n1
 : -1, -9, 6
COc1ccc(CN([C@H](CO)CC(C)C)S(=O)(=O)N(Cc2ccccc2)[C@H](CO)CC(C)C)cc1
 : 5, ?, 9

(further entries)
Screens in order: GSK3A inh, HDAC3 inh, DYRK1A inh
CN(C(=O)c1ccccc1C(=O)OCC(=O)Nc1ccc(OC(F)F)cc1)c1ccccc1
 : -2, 1, -7
Cc1cccc(-n2ncc3c(=O)[nH]c(SCC(=O)NCCC4=CCCCC4)nc32)c1
 : 0, 0, -6
COc1ccc(NC(C)=O)cc1S(=O)(=O)N1CC=C(c2ccccc2)CC1
 : -6, 1, -10
COc1ccc(Cl)cc1NC(=O)CN(C)C(=O)CCSc1ccc(C)cc1
 : -1, 14, 0
COc1ccc([C@H]2CC(=O)C=C(c3ccc(Oc4ccccc4)cc3)C2)cc1OC
 : -5, -5, -2
COc1cccc(-c2ncc3ccccc3c2COC(=O)c2ccc(C(F)(F)F)cc2)c1
 : -4, -6, 1
Cc1ccnc2nc(C(=O)OCC(=O)Nc3ccc([N+](=O)[O-])cc3Br)nn12
 : 2, 1, -1
CCC1(c2ccc(OC)cc2)NC(=O)N(CC(=O)c2ccc3c(c2)OCCO3)C1=O (stereo unspecified)
 : -1, 2, -1
Fc1ccc2cnc(CCO[C@H]3CCCCO3)cc2c1
 : -1, -8, 2
COc1ccccc1OCCC(=O)OCC(=O)Nc1ccc2c(c1)OCO2
 : -2, -1, 8
COc1ccc(S(=O)(=O)N2CCCCC2)cc1NC(=O)c1cncc(Br)c1
 : 0, -3, 10
O=C(COC(=O)c1ccccc1O)Nc1cc(S(=O)(=O)N2CCCCCC2)ccc1Cl
 : -6, -3, 8
CC(=O)Nc1ccc(S(=O)(=O)NCC(=O)OCC(=O)N2CC(C)OC(C)C2)cc1 (stereo unspecified)
 : -1, -18, -3
O=S(=O)(c1cccc(Cl)c1)N1CCSc2ccccc21
 : 3, 0, 2
Clc1nssc1=Nc1nncs1
 : -1, 9, 10
CCC1CCC2(CC1)NC(=O)N(CC(=O)N1CCc3ccccc31)C2=O (stereo unspecified)
 : 1, -1, 11
Nc1ncnc2c1nc(N1CCCCC1)n2[C@@H]1O[C@H](CO)[C@@H](O)[C@H]1O
 : 1, -2, -8
COc1ccc(Cl)cc1C(=O)NNC(=O)c1ccc(F)c(S(=O)(=O)N2CCOCC2)c1
 : -4, 11, 0
Cn1nc(C(=O)OCC(=O)c2ccc(Cl)cc2)c2ccccc2c1=O
 : -1, -11, -1
NC(=O)C1CCN(C(=O)CCNS(=O)(=O)c2ccccc2F)CC1
 : -1, 2, 7

(continued)
Screens in order: GSK3A inh, HDAC3 inh, DYRK1A inh
COC(=O)C1CCN(CC(=O)NC(=O)Nc2ccccc2F)CC1
 : 1, 1, 2
Cn1nnnc1Sc1ncnc2scc(-c3cccs3)c12
 : 5, -1, 59*
CC(C)c1ccc(S(=O)(=O)N2CCN(C(=O)CN3C(=O)c4ccccc4C3=O)CC2)cc1
 : -2, 1, 0
O=C(OCC(=O)N1CCOCC1)c1ccc(Cl)c(S(=O)(=O)N2CCc3ccccc32)c1
 : -3, 4, 8
Cc1c(C(=O)Nc2ccc3nc(N4CCOCC4)sc3c2)oc2ccccc12
 : -6, 14, 3

Assay outcomes deposited in PubChem by Broad Institute.

An excerpt, so the mix of outcomes need not match the whole.
